Screens (PubChem)
Chronic BCR inh – qHTS Assay to Find Inhibitors of Chronic Active B-Cell Receptor Signaling. ABC-DLBCL IkBa-CBG/CBR reporter, luminescence ratio, 4 h. Potency, µM (series often up to 46.1 µM), for inactives: top-dose ratio change, negative = lower green/red ratio, hits mostly inhibitors. hit rate 0.05% among 340,000; active means well fitted inhibition curve with a large enough effect in the signal ratio, with a control signal flat, not every such curve was filed as active; inconclusive means small, poorly fitted or top-dose-only effect, or effect the other way, or a change in a side signal; the % refers to the signal ratio;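 further: potency means the concentration at half of the fitted maximal effect; plate controls were basal doxycycline-induced cells for no effect and cells given 10 µM MG132 for full effect; MG132 reads +100%, hits lower the ratio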
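TMD8 human ABC-DLBCL cells with doxycycline-inducible IκBα–green luciferase fusion and unfused red luciferase, in 0.5% FBS medium; compounds up to 46 uM, 4 h at 37C. Green/red luminescence ratio, filter-overlap corrected, fitted to concentration-response curves.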
TSG101-PTAP inh – qHTS Assay for Iinhibitors of HIV-1 Budding by Blocking the Interaction of PTAP/TSG101 | Fluorescence polarization, FITC-PTAP peptide / Tsg101 binding | Potency, µM (doses to about 115 µM), inactives show at the top dose activity change, negative = inhibition, hits mostly inhibitors | 340,000 tested, under 10 active | AID 493005, 2010; active means well fitted inhibition curve with a large enough effect in the main read-out, with a control signal flat, not every such curve was filed as active; inconclusive means small, poorly fitted or top-dose-only effect, or effect the other way, or a change in a side signal; inactive means no such curve, though single readings can be large or run the other way; further: potency means the concentration at half of the fitted maximal effect; % of control where 0% means no effect
Target sequence (Q99816 whole entry, looked up): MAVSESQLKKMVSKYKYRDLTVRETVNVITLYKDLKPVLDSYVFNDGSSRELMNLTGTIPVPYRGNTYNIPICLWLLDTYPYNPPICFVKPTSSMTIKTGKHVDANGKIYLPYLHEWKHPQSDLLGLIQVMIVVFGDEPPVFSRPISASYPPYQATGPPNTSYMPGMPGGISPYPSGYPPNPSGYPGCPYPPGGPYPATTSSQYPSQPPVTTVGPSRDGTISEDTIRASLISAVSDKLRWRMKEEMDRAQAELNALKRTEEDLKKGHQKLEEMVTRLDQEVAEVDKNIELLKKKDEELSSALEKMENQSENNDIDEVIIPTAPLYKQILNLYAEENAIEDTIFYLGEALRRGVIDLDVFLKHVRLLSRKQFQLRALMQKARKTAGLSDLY
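Steps: Tsg101 binding domain dispensed (10 uM final), compounds pinned in DMSO, FITC-labeled PTAP-motif peptide added (50 nM final); after 20 min binding at room temperature, polarization measured.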
Eya2 inh – qHTS Assay for Inhibitors of the Phosphatase Activity of Eya2; Protein phosphatase EYA2 (Homo sapiens), O00167; recombinant Eya2, OMFP fluorescence dephosphorylation (OMFP is methylfluorescein phosphate); Potency, µM (series often up to 76.9 µM), for inactives: at the highest dose activity, negative = inhibition, hits mostly inhibitors; hit rate 0.006% among 330,000; further: potency means the concentration at half of the fitted maximal effect; on the % scale 0 is the no-effect control and ±100 the full control effect
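Eya2 protein (added as 0.2 uM solution) was preincubated with compound for 10 min at ambient temperature in 50 mM HEPES pH 7.5, 50 mM NaCl, 5 uM MgCl2, 0.05% BSA, 1 mM DTT. OMFP (added at 50 uM) then reacted 10 min; fluorescence read at 485/525 nm.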
Mito fusion yeast – qHTS Assay for Small Molecule Inhibitors of Mitochondrial Division or Activators of Mitochondrial Fusion. S. cerevisiae fusion-defective mutant growth rescue, CellTiterGlo 48 h. Potency, µM (titrated, usually from 46.1 µM), for the others: at the top dose growth rescue (activation), most hits filed as activators. AID 485298, 2010. hit rate 0.23% among 320,000;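 further: potency means the concentration at half of the fitted maximal effect; % of control where 0% means no effect; nearly all actives have a fitted effect of over 45% in size; temperature-sensitive fusion mutants such as fzo1-1 at 37 °C on non-fermentable ethanol glycerol medium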
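Yeast fusion mutant, YPEG (non-fermentable carbon), compound, 48 h at 37C non-permissive; CellTiterGlo added, 10 min RT, luminescence read. Rescued growth = division inhibition.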
B2AR arrestin – qHTS assay of beta-arrestin-biased ligands of beta2-adrenergic receptor; beta-arrestin recruitment to beta2AR, cell-based reporter; Potency, µM (series often up to 46.1 µM), inactives show at the highest dose activation, most hits filed as activators; hit rate 0.02% among 330,000;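 further: potency means the concentration at half of the fitted maximal effect; 0% = DMSO controls and full agonism = EC100 isoproterenol or metaproterenol; nearly all actives have a fitted effect of over 65% in size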
Target sequence (P07550 whole entry, looked up): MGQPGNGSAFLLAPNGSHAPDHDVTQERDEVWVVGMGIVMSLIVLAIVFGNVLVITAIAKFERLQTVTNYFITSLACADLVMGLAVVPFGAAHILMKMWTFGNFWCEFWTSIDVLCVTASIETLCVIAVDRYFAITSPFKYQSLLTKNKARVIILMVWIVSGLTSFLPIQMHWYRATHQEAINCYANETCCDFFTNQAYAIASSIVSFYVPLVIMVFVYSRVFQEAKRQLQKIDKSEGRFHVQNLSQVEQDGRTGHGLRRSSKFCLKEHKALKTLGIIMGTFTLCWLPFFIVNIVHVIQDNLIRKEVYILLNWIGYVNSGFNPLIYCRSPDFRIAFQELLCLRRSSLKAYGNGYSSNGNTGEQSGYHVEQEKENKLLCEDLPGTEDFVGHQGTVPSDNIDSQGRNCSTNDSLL
Tb PFK inh – qHTS Assay to Find Inhibitors of T. brucei phosphofructokinase. ATP-dependent 6-phosphofructokinase (Trypanosoma brucei brucei), O15648. T. brucei PFK, ADP-Glo luminescence. Potency, µM (series often up to 57.5 µM), for inactives: top-dose activity, negative = inhibition, most hits filed as inhibitors. hit rate 0.17% among 330,000;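 further: potency means the concentration at half of the fitted maximal effect; 0% = uninhibited 1x PFK enzyme wells and -100% = no-enzyme wells; nearly all actives have a fitted effect of over 60% in size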
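Luminescent ADP detection (ADP-Glo, two-step: ATP depletion then ADP-to-ATP conversion for luciferase) reported PFK activity after 45 min room-temperature reaction of 1.25 nM enzyme with 0.5 mM F6P and 0.1 mM ATP at pH 8.0.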
USP2a block – qHTS Assay for Inhibitors of Ubiquitin-specific Protease USP2a Using CHOP2 as the Reporter | Potency, µM (titrated, usually from 38.3 µM), for inactives: at the highest dose activity change, negative = inhibition, actives largely listed as inhibitors | Ubiquitin carboxyl-terminal hydrolase 2 (Homo sapiens), O75604 | hit rate 0.01% among 330,000 | USP2 core, Ub-CHOP2 coupled fluorogenic reporter, 485/531;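 further: potency means the concentration at half of the fitted maximal effect; plate controls were DMSO wells for no effect and full inhibition by NEM control for full effect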
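USP2 core (10nM final) preincubated 30min RT with compound in 20mM Tris-HCl pH 8.0, 2mM CaCl2, 2mM beta-mercaptoethanol, 0.05% CHAPS; 25nM Ub-CHOP2 plus 25nM reporter substrate added, fluorescence (Ex485/Em531) read after 60min.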
uPA generation – qHTS for Inhibitors of Cell Surface uPA Generation; hit rate 0.31% among 330,000; cell surface uPA generation assay, qHTS; Potency, µM (highest dose often 38.3 µM), for the others: at the top dose activity change, negative = inhibition, hits mostly inhibitors; AID 540303, 2011; active means well fitted inhibition curve with a large enough effect; inconclusive means small, poorly fitted or top-dose-only effect; inactive means no such curve, though single readings can be large or run the other way; tested in mouse RAW 264.7 cells; further: potency means the concentration at half of the fitted maximal effect; on the % scale 0 is the no-effect control and ±100 the full control effect; nearly all actives have a fitted effect of over 55% in size
TCR activator – Activators of T cell receptors: qHTS campaign | Potency, µM (top dose mostly 9.22 µM), for the others: at the highest dose activation of IL-2 secretion, hits mostly activators | 330,000 tested, under 10 active | primary human leukocytes, anti-CD3, IL-2 HTRF, 48 h; further: % of control where 0% means no effect
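48 hr co-incubation of compounds, a-CD3 beads and primary human leukocytes; IL-2 quantified homogeneously by HTRF with anti-IL-2 K and d2 conjugates.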
TSHR antag – Antagonists of the Thyroid Stimulating Hormone Receptor: HTS campaign; hit rate 0.2% among 330,000; TSHR-expressing cells, TSH-stimulated cAMP HTRF, 2 h; hits give low values; AID 504810, 2011; activity change, negative = inhibition, % at 11.5 µM; Thyrotropin receptor (Homo sapiens), P16473;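 active means activity change below a set negative limit, meaning inhibition stronger than a set level, cut at about -70% in these data; inconclusive means activity change between two set negative limits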; further: on the % scale 0 is the no-effect control and ±100 the full control effect
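Freshly harvested TSHR cells receive pin-tooled compound, then EC80 TSH at 4nM final. After 2 hours at 37 deg C, antibody in lysis buffer and cAMP-d2 are added; 30 minutes at ambient temperature precede the HTRF read.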
ELG1 repair inh – qHTS screen for small molecules that inhibit ELG1-dependent DNA repair in human embryonic kidney (HEK293T) cells expressing luciferase-tagged ELG1; hit rate 2.3% among 330,000; Potency, µM (doses to about 46.1 µM), for inactives: at the highest dose activity change, negative = inhibition, most hits filed as inhibitors; HEK293T ELG1-luciferase reporter, luminescence, 16 h; DNA damage induced by 5-fluorouridine; further: potency means the concentration at half of the fitted maximal effect; on the % scale 0 is the no-effect control and ±100 the full control effect; nearly all actives have a fitted effect of over 55% in size
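Luminescence from the luciferase reporter, measured 30 min after ONE-Glo reagent at room temperature, was the read-out. Beforehand, 2,000 cells per well were exposed for 16 hr at 37 °C to 5-fluorouridine together with compound or vehicle.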
Starred values were filed as active, the others as inactive; ? = inconclusive; · = no result given; [ ] = another dose, or the depositor's remark. Unless noted, the call rests on the fitted dose curve; in most records, active means well fitted curve in the direction sought with a large enough effect; inconclusive means small, poorly fitted or top-dose-only effect, or another doubt; inactive means no such curve, though single readings can be large; an effect the other way counts as inactive or inconclusive.

SMILES	Chronic BCR inh	TSG101-PTAP inh	Eya2 inh	Mito fusion yeast	B2AR arrestin	Tb PFK inh	USP2a block	uPA generation	TCR activator	TSHR antag	ELG1 repair inh
N#CCSc1nnc(-c2ccc(S(=O)(=O)N3CCOCC3)cc2)n1CC1CCCO1 (configuration not stated)	-2%	-1%	10%	1%	-0.4%	2%	-2%	0%	-4%	1	-2%
CC(C)CNc1cc(N2CCCC2)ccc1[N+](=O)[O-]	?	0%	-9%	0%	0.5%	1%	0%	-9%	-1%	-5	-6%
O=C1CC(N2CCN(c3nc4ccccc4s3)CC2)C(=O)N1c1cccc(F)c1 (configuration not stated)	2%	-5%	8%	-1%	0.0%	-1%	-1%	·	0%	0	-15%
Cc1cc(Nc2ccccc2)n(CCO)n1	-14%	-7%	19%	0%	0.0%	0%	1%	-3%	9%	3	-4%
N#CCCCCn1c(-c2cncs2)nc2ccccc21	9%	0%	-6%	-1%	0.3%	0%	-1%	-8%	0%	18	-3%
Cc1ccc(CNC(=O)C2CCC(CNS(=O)(=O)c3cccs3)CC2)cc1 (configuration not stated)	?	2%	-12%	3%	0.4%	5%	0%	-1%	1%	0	15%
Cc1c(C(=O)O)sc2c1c(=O)n(Cc1ccccc1)c(=O)n2C	?	-3%	-6%	-1%	-0.8%	1%	5%	0%	0%	-15	8%
Cc1cccc(NS(=O)(=O)c2cccc3nsnc23)c1	-3%	-7%	-19%	10%	-0.6%	1%	2%	5%	0%	-3	8%
CN(C)CCCNCCCNC(=O)/C(=N\O)c1ccccc1	-4%	-7%	13%	-1%	-0.2%	-2%	-3%	4%	-11%	13	13%
CCOC(=O)c1cccc(NC(=O)/C=C/c2ccc([N+](=O)[O-])cc2)c1	?	-1%	-3%	1%	-1.1%	0%	-2%	1%	1%[46.1 µM]	-46	?
O=C(/C=C/c1ccc(F)cc1)c1cc(Br)ccc1O	?	-1%	-17%	-4%	0.2%	2%	-1%	2%	-3%	-13	?
Cc1ccc(NS(=O)(=O)c2cc3[nH]c(=O)c(=O)[nH]c3cc2C)c(C)c1	-29%	-1%	8%	-1%	-3.5%	2%	1%	9%	-2%	-2	2%
CC1CCCC(C)N1C(=O)COC(=O)Cc1ccc(F)cc1 (configuration not stated)	0%	-9%	-27%	-5%	-0.3%	-1%	3%	2%	-1%	3	-8%
CCOC(=O)Cn1c(C)c(Br)c(=O)c2cccc(C)c21	?	1%	21%	-3%	-1.1%	4%	-2%	-2%	-16%	-8	13%
O=C(N/N=C/c1ccc(N2CCOCC2)cc1)C1COc2ccccc2O1 (configuration not stated)	15%	-3%	3%	26%	0.1%	?	0%	15%	13%	-3	4%
O=S(=O)(NCC1OCCc2ccccc21)c1ccc(S(=O)(=O)N2CCOCC2)cc1 (configuration not stated)	2%	-5%	-4%	1%	-1.0%	-2%	-8%	-3%	2%	6	-10%
CCc1ccccc1Nc1nc(N)nc(COC(=O)CCC(=O)c2ccc(F)cc2)n1	10%	0%	-1%	5%	0.5%	-2%	1%	1%	-2%	2	?
COc1cc2[nH]c(=S)nc(NCC3CCCO3)c2cc1OC (configuration not stated)	-3%	-6%	?	0%	-1.1%	0%	9%	2%	-8%	7	9%
CSCCCNC(=S)Nc1cccc(S(=O)(=O)NC2=NCCC2)c1	-2%	1%	6%	0%	0.5%	-2%	-1%	·	-109%	-2	-6%
O=C(COC(=O)CCOc1ccccc1)Nc1ccc(Cl)cn1	5%	-2%	-23%	0%	0.0%	1%	4%	-2%	-5%	-3	13%
COc1ccc(/C=N/Nc2ccccn2)c(OC)c1OC	-1%	0%	5%	-6%	0.3%	-3%	2%	-1%	1%	-7	0%
O=C(Nc1cccc(Cl)c1)c1cc2c(=O)n3ccccc3nc2s1	?	-4%	-3%	1%	-0.1%	2%	0%	5%	12%	1	14%
O=C(Nc1cc(C(F)(F)F)ccc1-n1cncn1)c1ccc(Cl)cc1	?	-3%	16%	8%	0.0%	-1%	-1%	-2%	5%	-9	?
CCCCn1nc(C(=O)N(C)CC(=O)Nc2cccc(F)c2)c2ccccc2c1=O	8%	-1%	17%	4%	-0.9%	3%	3%	26%	-7%	0	?
CCCc1ccc(OCc2ccc(C(=O)OC)o2)c(OC)c1	?	-5%	7%	16%	0.0%	-1%	0%	·	-43%	4	?
O=C(NCC(c1cccnc1)N1CCN(c2ccccc2F)CC1)C1CCCCC1 (configuration not stated)	8%	6%	8%	0%	-1.8%	3%	-2%	-6%	1%	1	?
Cc1cc(C)c2[nH]c(C)c(CN3CCCCCC3)c(=O)c2c1	3%	-3%	-13%	1%	0.4%	11%	0%	-15%	-3%	16	1%
CC(=O)N1CCc2cc(S(=O)(=O)NC3CCCCC3)ccc21	-8%	-7%	1%	-9%	0.2%	5%	3%	-3%	0%	-1	-4%
O=C(Cn1cnc2ccccc2c1=O)Nc1ccc2c(c1)OCO2	?	0%	10%	-1%	-1.2%	-2%	0%	3%	-1%[46.1 µM]	4	?
COC(=O)c1ccc(CSc2nc3ccc(C)cc3[nH]2)o1	9%	-3%	3%	0%	7.9%	6%	3%	7%	-2%	-7	-14%
O=C1NC(Cc2ccc(O)cc2)c2nc3ccccc3c(=O)n2-c2cc(Cl)ccc21 (configuration not stated)	-3%	·	13%	·	0.0%	2%	3%	·	·	1	12%
C=CCOc1ccc(/C=C/C(=O)OCC(=O)Nc2c(C)n(C)n(-c3ccccc3)c2=O)cc1	1%	-1%	-13%	-6%	-0.2%	-2%	-1%	1%	6%	-9	?
CCOCCCNC(=O)c1ccc(N2CCCC2)c(NS(=O)(=O)c2ccc(C)cc2)c1	1%	-7%	-16%	-10%	0.4%	-1%	3%	-19%	7%	-23	4%
Cc1ccc(S(=O)(=O)Nc2cccc(NC(=O)CN3CCCCC3)c2)cc1	15%	-5%	17%	-3%	-0.3%	5%	3%	5%	-22%	-2	?
O=C(CCN1C(=O)C2CC=C(Cl)CC2C1=O)Nc1ccccc1O (configuration not stated)	6%	-4%	-1%	-5%	0.0%	0%	0%	-3%	3%	-6	-9%
Clc1c(-c2ccccc2)nnn1-c1ccccc1	?	-5%	-2%	10%	0.5%	0%	-2%	-5%	-2%[46.1 µM]	-12	?
COc1ccc2[nH]c3c(c2c1)CCN1C(=O)C(CC(=O)NC(C)(C)C)C[C@H](C(=O)N2CCCCC2)[C@@]31CCc1ccccc1 (some centres not stated)	-1%	-2%	2%	·	-0.3%	-5%	1%	3%	1%[46.1 µM]	40	?
CCC(C)c1ccc(NC(=O)c2[nH]c(C)c(C(C)=O)c2C)cc1 (configuration not stated)	0%	-7%	-13%	4%	0.1%	0%	-2%	-8%	-4%	-15	?
Cc1ccc(/C=c2\sc3nc(-c4ccco4)nn3c2=O)o1	?	3%	-4%	6%	0.2%	21µM*	4%	-1%	-7%	8	3%
CC(C)c1ccc(/C=C(\NC(=O)c2ccccc2)C(=O)NCCN2CCOCC2)cc1	-1%	·	-1%	0%	0.2%	1%	0%	·	·	11	5%
COc1cccc(C(=O)Nc2ccccc2C(=O)N2CCCC2)c1	?	0%	27%	3%	0.0%	-3%	5%	7%	-2%	6	9%
CC1(C)CC(=O)C(CC(=O)NC2CCCc3ccccc32)C(=O)C1 (configuration not stated)	3%	-4%	13%	-3%	0.2%	2%	2%	·	1%	1	3%
CN(c1ccc(C(=O)COC(=O)C2CC2)cc1)S(C)(=O)=O	14%	-2%	0%	·	-0.4%	8%	1%	-6%	11%	-3	?

Compounds were not picked by outcome; 3% or so of the library scored in one or more.
